Pin1 inh = qHTS Assay to Find Inhibitors of Pin1; actives 0.009% (n = 390,000); Potency, µM (series often up to 115 µM), without a hit: at the top dose activity, negative = inhibition, usual class: inhibitors; Pin1 FP peptide displacement, HiFluor488, 10 min; AID 504891, 2011; Peptidyl-prolyl cis-trans isomerase NIMA-interacting 1 (Homo sapiens), Q13526; active means well fitted inhibition curve with a large enough effect in the polarisation, with a control signal flat, not every such curve was filed as active; inconclusive means small, poorly fitted or top-dose-only effect, or effect the other way, or a change in a side signal; inactive means no such curve, though single readings can be large or run the other way; the % refers to the polarisation; further: potency means the concentration at half of the fitted maximal effect; on the % scale 0 is the no-effect control and ±100 the full control effect
Target sequence (Q13526 whole entry, looked up): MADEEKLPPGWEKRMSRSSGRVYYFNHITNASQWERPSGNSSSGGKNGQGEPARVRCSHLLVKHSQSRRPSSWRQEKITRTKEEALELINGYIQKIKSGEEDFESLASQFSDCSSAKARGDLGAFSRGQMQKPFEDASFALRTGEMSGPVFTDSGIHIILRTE
Tb PGK inh = qHTS Assay to Find Inhibitors of Phosphoglycerate Kinase. Phosphoglycerate kinase, glycosomal (Trypanosoma brucei brucei), P07378. PGK/GAPDH coupled, Kinase-Glo luminescence, 60 min. Potency, µM (top dose mostly 57.5 µM), without a hit: top-dose activity change, negative = inhibition, actives largely listed as inhibitors. actives 0.043% (n = 380,000); further: potency means the concentration at half of the fitted maximal effect; on the % scale 0 is the no-effect control and ±100 the full control effect; nearly all actives have a fitted effect of over 60% in size
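Luminescent ATP detection (Kinase-Glo Plus) follows a 60-minute room-temperature incubation, with wells lacking PGK as controls. Buffer: 100 mM TEA (pH 7.6), 5 mM MgCl2, 0.01% Tween-20. Coupling enzyme GAPDH (100 nM final) supplies unstable 1,3-BPG in-well.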
TrxR1 substrate = qHTS Assay for Substrates of Mammalian Selenoprotein Thioredoxin Reductase 1 (TrxR1): qHTS; Thioredoxin reductase 1, cytoplasmic (Rattus norvegicus), O89049; purified TrxR1 substrate turnover, NADPH consumption readout; Potency, µM (top dose mostly 114 µM), for the others: at the top dose activity change, negative = substrate turnover; actives 0.01% (n = 390,000); further: potency means the concentration at half of the fitted maximal effect; on the % scale 0 is the no-effect control and ±100 the full control effect; nearly all actives have a fitted effect of over 50% in size
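Rat TrxR1, dispensed at 90 nM, was prereduced with 400 uM NADPH (final) for 5 min at ~22 deg C, then incubated with compound 15 min before 400 uM selenite. A first-read NADPH fluorescence drop versus no-compound background flagged substrates.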
PI4K2A block = qHTS for small molecular inhibitors of PI4K2A; purified PI4K2A, ADP-Glo luminescence, 1 h; hits give low values; Phosphatidylinositol 4-kinase type 2-alpha (Homo sapiens), Q9BTU6; AID 1346378, 2018; activity change, negative = inhibition, % at 76.9 µM; actives 0.13% (n = 420,000); in the data active means activity change below about -50%; inconclusive means mostly about -30% to -49%;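 further: -100% = wells without enzyme as full effect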
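Compounds are screened against recombinant PI4K2A using PI as substrate and ATP, the latter dispensed at 300 microM. Reactions run one hour at ambient temperature before ADP-Glo detection; full inhibition defined by wells lacking enzyme.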
GLS inh = qHTS for Inhibitors of Glutaminase (GLS); Glutaminase kidney isoform, mitochondrial (Homo sapiens), O94925; GLS enzymatic activity, qHTS titration; Potency, µM (highest dose often 45.5 µM), for the others: top-dose activity change, negative = inhibition, usual class: inhibitors; actives 0.21% (n = 410,000); further: potency means the concentration at half of the fitted maximal effect; on the % scale 0 is the no-effect control and ±100 the full control effect
Target sequence (O94925 whole entry, looked up, canonical isoform): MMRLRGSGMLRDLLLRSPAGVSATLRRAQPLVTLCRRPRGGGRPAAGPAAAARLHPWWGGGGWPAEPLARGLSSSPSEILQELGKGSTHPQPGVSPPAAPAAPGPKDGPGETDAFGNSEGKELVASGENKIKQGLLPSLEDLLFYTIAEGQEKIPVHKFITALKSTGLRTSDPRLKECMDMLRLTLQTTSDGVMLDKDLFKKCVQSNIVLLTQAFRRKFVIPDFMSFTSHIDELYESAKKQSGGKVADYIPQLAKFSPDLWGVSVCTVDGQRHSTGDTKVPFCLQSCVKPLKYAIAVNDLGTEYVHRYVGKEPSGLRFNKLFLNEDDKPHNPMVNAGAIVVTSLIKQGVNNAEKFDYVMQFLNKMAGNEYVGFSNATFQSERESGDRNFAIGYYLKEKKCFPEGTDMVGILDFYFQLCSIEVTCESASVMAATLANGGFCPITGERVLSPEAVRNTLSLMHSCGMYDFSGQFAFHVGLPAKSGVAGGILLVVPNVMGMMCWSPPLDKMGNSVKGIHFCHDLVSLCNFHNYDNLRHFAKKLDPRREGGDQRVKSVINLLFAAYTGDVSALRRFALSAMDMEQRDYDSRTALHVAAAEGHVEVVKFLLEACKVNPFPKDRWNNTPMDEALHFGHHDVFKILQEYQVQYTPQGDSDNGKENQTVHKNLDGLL
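Read-out is an Amplex red fluorescence increase coupled through glutamate oxidase and HRP, measured before and after 30 min room-temperature incubation. hKGA is in 45 mM KH2PO4 (pH 8.2) with 0.02% Tween-20; glutamine added as 1mM solution.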
HP1b binding inh = HTS for Inhibitors of HP1-beta Chromodomain Interactions with Methylated Histone Tails | Chromobox protein homolog 1 (Homo sapiens), P83916 | AlphaScreen HP1-beta / biotin-H3K9me3 peptide binding | Potency, µM (series often up to 114 µM), for inactives: at the top dose activity change, negative = inhibition, usual class: inhibitors | actives 0.56% (n = 390,000) | AID 540317, 2011; further: potency means the concentration at half of the fitted maximal effect; nearly all actives have a fitted effect of over 70% in size; inactives centre near 23
Target sequence (P83916 whole entry, looked up): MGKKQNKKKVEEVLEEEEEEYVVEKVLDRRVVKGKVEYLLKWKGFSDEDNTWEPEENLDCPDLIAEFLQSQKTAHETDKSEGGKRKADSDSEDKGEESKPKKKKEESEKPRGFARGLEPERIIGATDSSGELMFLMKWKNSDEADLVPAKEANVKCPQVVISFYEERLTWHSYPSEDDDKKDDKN
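AlphaScreen: HP1-beta (50 nM) preformed 30 min with biotin-H3(1-18)K9me3 peptide (50 nM) in PBS pH 7.4, 0.01% Tween-20. Compound added for 30 min at RT, then streptavidin donor/nickel chelate acceptor beads (10 ug/mL) for 30 min.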
TrxR1 inh = qHTS Assay for Inhibitors of Mammalian Selenoprotein Thioredoxin Reductase 1 (TrxR1): qHTS | Thioredoxin reductase 1, cytoplasmic (Rattus norvegicus), O89049 | AID 588453, 2011 | Potency, µM (doses to about 114 µM), for inactives: top-dose activity change, negative = inhibition, hits mostly inhibitors | recombinant rTrxR1, NADPH fluorescence consumption, selenite substrate | actives 1% (n = 390,000); further: potency means the concentration at half of the fitted maximal effect; on the % scale 0 is the no-effect control and ±100 the full control effect; nearly all actives have a fitted effect of over 65% in size
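Rat TrxR1 (90 nM in the dispensed reagent) was pre-reduced with 400 uM NADPH for 5 min at room temperature, then incubated with compound for 15 min. After 400 uM selenite was added, NADPH fluorescence (Ex 340/Em 450 nm) was followed for 8 min.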
IDH1 R132H inh = qHTS for Inhibitors of mutant isocitrate dehydrogenase 1 (IDH1): qHTS. Isocitrate dehydrogenase [NADP] cytoplasmic (Homo sapiens), O75874. IDH1-R132H enzyme, NADPH consumption, diaphorase/resazurin fluorescence. Potency, µM (highest dose often 76.6 µM), inactives show at the highest dose activity change, negative = inhibition, usual class: inhibitors. actives 0.093% (n = 390,000). AID 602179, 2012; further: potency means the concentration at half of the fitted maximal effect; on the % scale 0 is the no-effect control and ±100 the full control effect; nearly all actives have a fitted effect of over 65% in size
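IDH1-R132H (0.5 ug/mL dispensed) in pH 7.5 Tris buffer was preincubated 30 min with compound, then given a substrate mix of 0.016 mM NADPH and 2 mM alpha-KG for 80 min at room temperature; remaining NADPH was read by diaphorase/resazurin fluorescence.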
USP1-UAF1 inh = Inhibitors of USP1/UAF1: Primary Screen. Potency, µM (doses to about 57.1 µM), without a hit: top-dose activity change, negative = inhibition, hits mostly inhibitors. Ubiquitin carboxyl-terminal hydrolase 1 (Homo sapiens), O94782. recombinant USP1/UAF1, Ub-Rhodamine cleavage fluorescence. actives 0.23% (n = 390,000); further: potency means the concentration at half of the fitted maximal effect; on the % scale 0 is the no-effect control and ±100 the full control effect; nearly all actives have a fitted effect of over 60% in size; inactives centre near -12
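1 nM enzyme complex + cpd, 15 min RT; start with Ub-Rho 150nM final; kinetic fluorescence ex 480/em 540, 6 reads q60 s. Buffer 50mM HEPES pH 7.8, 0.5mM EDTA, 0.1 mg/ml BSA, 1mM TCEP, 0.01% Tween-20.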
The depositor's hits bear a star; i = inactive; ? = inconclusive; / = no result given; & = joins results of further samples; [ ] = another dose, or the depositor's remark. Unless noted, the call rests on the fitted dose curve; in most records, active means well fitted curve in the direction sought with a large enough effect; inconclusive means small, poorly fitted or top-dose-only effect, or another doubt; inactive means no such curve, though single readings can be large; an effect the other way counts as inactive or inconclusive.

entry	smiles	Pin1 inh	Tb PGK inh	TrxR1 substrate	PI4K2A block	GLS inh
1	Cc1ccc(NC(=O)N(Cc2ccc3c(c2)OCO3)C2CCN(Cc3ccccc3)CC2)cc1C	-1%	8%	-8%	-1	-2%
2	O=c1[nH]c(=S)n(Cc2ccc(F)cc2)c(O)c1C=NCc1cccnc1	0%	-10%	9%[57.1 µM]	0	-3%
3	COC(=O)C1=C(c2ccccc2OCc2ccccc2)C[C@@H]2CC[C@H]1N2C(=O)NCc1ccc(OC)c(OC)c1	?	10%	-1%	-2	-1%
4	COc1cc(/C=C2/C(=O)NC(=O)N(c3ccccc3)C2=O)ccc1O	?	i	-20%	-6	20%
5	CCCCOC(=O)c1ccccc1C(=O)OCCCC	1%	-7%	-4%	3	0%
6	O=C1NC(=O)N(Cc2ccc(F)cc2)C(=O)/C1=C\C=C\c1ccco1	?	-10%	-3%	-11	0%
7	CCN(CCNc1ccc([N+](=O)[O-])c2cccnc12)S(=O)(=O)c1ccccc1	24%	i	-2%	2	-6%
8	O=C1/C(=C/c2cccc([N+](=O)[O-])c2)N2CCC1CC2	-11%	-9%	-1%	7	-7%
9	CC1(O)CCC2C3CCC4=CC(=O)CCC4(C)C34OC4CC21C (stereo not drawn)	-4%	-1%	-5%	1	?
10	CCOP(=O)(OCC)c1cccc(OP(=O)(c2cccc([N+](=O)[O-])c2)c2cccc([N+](=O)[O-])c2)c1	-17%	i	13%[57.1 µM]	-1	7%

entry	HP1b binding inh	TrxR1 inh	IDH1 R132H inh	USP1-UAF1 inh
1	-2%	10%	20%	-4%
2	47%	23%[57.1 µM]	7%	-6%
3	12%	3%	-7%	-15%
4	34%	45µM*	3%	1%
5	98%[activator]	20%	3%	-19%
6	9%	?	-2%	-19%
7	-7%	5%	9%	-11%
8	-6%	?	11%	-11%
9	33%	16%	-6%	-4%
10	22%	31%[57.1 µM]	7%	-15%

New compounds follow.
entry	smiles	Pin1 inh	Tb PGK inh	TrxR1 substrate	PI4K2A block	GLS inh
11	COc1ccccc1N1CCN(C(CNC(=O)Oc2ccccc2)c2cccnc2)CC1 (stereo not drawn)	1%	-8%	6%	7	12%
12	Cc1ccc(-n2c(O)c(C=NCCN3CCOCC3)c(=O)[nH]c2=O)cc1	-3%	-5%	-2%	-6	3%
13	O=C1NC(=O)C2(Cc3cc([N+](=O)[O-])ccc3N3CCN(C(=O)c4ccccc4)CC32)C(=O)N1 (stereo not drawn)	0%	9%	-1%[57.1 µM]	-4	1%
14	C#CC1(OC(=O)c2ccccc2)CC(C)N(C)CC1C (stereo not drawn)	16%	-1%	-4%	-1	-15%
15	CC1=CC(=O)NP(=O)(Oc2ccc3ccccc3c2)N1 (stereo not drawn)	2%	-2%	-8%	-3	-9%
16	COc1ccc2c(c1)cc(C(=O)N[C@@H](Cc1ccccc1)C(=O)N[C@@H](C)C(=O)O)n2C	-9%	-4%	97%[activator]	-7	?
17	CCOP(=O)(OCC)c1cccc(O)c1	0%	i	6%[57.1 µM]	-14	14%
18	Cc1ccccc1-n1c(/C=C/c2c(C)[nH]c3ccccc23)nc2ccccc2c1=O	?	0%	-14%	1	0%
19	O=S1(=O)N(Cc2ccc(F)cc2)CCCN1Cc1ccccc1Cl	-1%	-10%	-4%	1	-14%
20	C[C@@H]1CN([C@@H](C)CO)C(=O)CCCn2nncc2CO[C@@H]1CN(C)C(=O)Oc1ccccc1	/	-1%	/	-1	-2%

entry	HP1b binding inh	TrxR1 inh	IDH1 R132H inh	USP1-UAF1 inh
11	35%	7%	4%	-17%
12	49%[activator]	-21%	-1%	-23%
13	25%	3%[57.1 µM]	4%	1%
14	29%	7%	8%	-14%
15	14µM*	?	3%	0%
16	53%[activator]	38%[activator]	11%	-15%
17	18%	7%[57.1 µM]	0%	-9%
18	36%	?	16%	-49%
19	50%[activator]	10%	3%	-4%
20	/	/	12%	-9%

A second format for some results above:
# | SMILES | Pin1 inh | Tb PGK inh | TrxR1 substrate | PI4K2A block | GLS inh | HP1b binding inh | TrxR1 inh | IDH1 R132H inh | USP1-UAF1 inh
15 | CC1=CC(=O)NP(=O)(Oc2ccc3ccccc3c2)N1 (stereo not drawn) | 2% | -2% | -8% | -3 | -9% | 14µM* | ? | 3% | 0%
14 | C#CC1(OC(=O)c2ccccc2)CC(C)N(C)CC1C (stereo not drawn) | 16% | -1% | -4% | -1 | -15% | 29% | 7% | 8% | -14%

Remaining list, next part.
entry	smiles	Pin1 inh	Tb PGK inh	TrxR1 substrate	PI4K2A block	GLS inh
21	CCCCCCCCCCCCCCCC[n+]1ccccc1	9%&21%	-7%	11%&-13%&7%	-4&6&0	?
22	COc1cc2c(cc1OC)C13CCN4CC5=CCOC(CC(=O)O)C(C5CC41)C3N2 (stereo not drawn)	?	6%	7%[57.1 µM]	-1	9%
23	Cn1c(C(=O)N2CCC3(CC2)OCCO3)cc2c(=O)n(C)c3ccccc3c21	0%	-6%	5%	22	5%
24	CC1=NN(c2ccccc2)C(=O)C1/C=C1\C(=O)NC(=O)N(c2ccc(C)c(C)c2)C1=O (stereo not drawn)	25%	0%	2%[57.1 µM]	-1	18%
25	O=C(NC1CC1)c1cn(Cc2ccccc2)nc1-c1ccccc1	5%	-5%	-1%[57.1 µM]	-3	-9%
26	C=C1C(C)C2C(Cc3ccccc3)NC(=O)C23OC(=O)/C=C/C(O)CCCC(C)C/C=C/C3C1O (stereo not drawn)	-7%	-8%	12%[11.4 µM]	-2	2%
27	Cc1ccc(-c2nn(Cc3ccccc3)cc2C=O)cc1	3%	-14%	14%[57.1 µM]	-4	7%
28	O=C(c1c[nH]c2ccc(S(=O)(=O)N3CCOCC3)cc2c1=O)N1CCC2(CC1)OCCO2	-3%	i	17%	-3	2%
29	O=C(O)c1ccc(NC(=O)N2C[C@H]3C[C@@H](C2)c2cccc(=O)n2C3)cc1	0%	i	2%	0	0%
30	Cc1ccc2c(c1)CC1(CN2C)C(=O)NC(=O)N(C(C)C)C1=O (stereo not drawn)	5%	i	-6%[57.1 µM]	1	-8%

entry	HP1b binding inh	TrxR1 inh	IDH1 R132H inh	USP1-UAF1 inh
21	65%&-26%[activator]	16%&-29%&-18%	14%&-7%	?
22	22%	11%[11.4 µM]	5%	-8%
23	19%	9%	7%	-14%
24	-14%	-12%[57.1 µM]	-1%	-10%
25	23%	3%[57.1 µM]	-2%	-17%
26	22%	15%[11.4 µM]	-1%	-12%
27	36%	15%[57.1 µM]	11%	?
28	30%	-2%	1%	-13%
29	35%	2%	-2%	-25%
30	-6%	-2%[57.1 µM]	9%	-13%

More records:
entry	smiles	Pin1 inh	Tb PGK inh	TrxR1 substrate	PI4K2A block	GLS inh
31	O=c1cccc2n1CC1CC2CN(S(=O)(=O)c2cc(Cl)ccc2Cl)C1 (stereo not drawn)	-10%	-10%	-12%	7	-19%
32	COc1ccc(C2C=C(c3ccccc3)Nc3nc(NC(=O)/C=C/c4ccccc4Cl)nn32)cc1 (stereo not drawn)	1%	-7%	-5%	-2	-5%
33	OC12CCCCC1C(c1ccccc1)NCC2 (stereo not drawn)	-11%	-10%	4%	-2	-10%
34	COc1ccc(CCNCc2c(OC)ccc3ccccc23)cc1	2%	-6%	12%[57.1 µM]	-3	-1%
35	Cc1nn(Cc2ccc(Cl)cc2Cl)c(Cl)c1C(=O)NC1CCCc2ccccc21 (stereo not drawn)	-2%	?	5%	0	-2%
36	c1ccc(-n2ccnc2)cc1	-6%	0%	3%	-2	-6%
37	CN(C)C(Cc1ccc(C#N)cc1)C(=O)c1ccccc1 (stereo not drawn)	10%	10%	-3%[57.1 µM]	3	-18%
38	Cc1ccc(-c2nc(N(C)C3CCN(C)CC3)c3ccccc3n2)cc1	-9%	/	5%	-4	2%

entry	HP1b binding inh	TrxR1 inh	IDH1 R132H inh	USP1-UAF1 inh
31	47%[activator]	-16%	6%	-13%
32	46%[activator]	4%	14%	-18%
33	23%	8%	-1%	7%
34	?	9%[57.1 µM]	4%	-21%
35	45%[activator]	13%	1%	-22%
36	29%	1%	-4%	-14%
37	33%	0%[57.1 µM]	5%	-12%
38	7%	19%	1%	-2%

Source: PubChem (National Center for Advancing Translational Sciences (NCATS))

An excerpt, so the mix of outcomes need not match the whole.
